# Screens deposited in PubChem by several laboratories.
# Mtb BioA inh: inhibitors of Mycobacterium tuberculosis BioA enzyme; purified M. tuberculosis BioA enzyme, plate reader; inhibition, % at 9.99 µM; hit rate 0.096% among 360,000; AID 602481; in the data active means inhibition above about 40%
# Mtb FBA inh: Mtb fructose-bisphosphate aldolase inhibition; P9WQA3; purified M. tuberculosis FBA, fluorescence read-out; inhibition, % at 1 µM; hit rate 2.3% among 360,000; in the data active means inhibition above about 27%;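 further: 0% = vehicle and 100% = reference inhibitor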
# Target sequence (P9WQA3 whole entry, looked up): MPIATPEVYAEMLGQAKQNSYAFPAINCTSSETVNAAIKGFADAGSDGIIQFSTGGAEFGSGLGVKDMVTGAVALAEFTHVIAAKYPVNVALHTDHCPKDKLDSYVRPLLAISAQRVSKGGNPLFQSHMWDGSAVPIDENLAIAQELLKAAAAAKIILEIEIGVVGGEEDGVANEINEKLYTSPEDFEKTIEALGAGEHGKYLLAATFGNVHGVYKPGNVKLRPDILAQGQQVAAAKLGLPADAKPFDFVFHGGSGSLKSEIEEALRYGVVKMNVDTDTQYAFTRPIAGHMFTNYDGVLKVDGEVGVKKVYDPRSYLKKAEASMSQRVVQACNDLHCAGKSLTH
# GDH-TPI counter: inhibits GDH-TPI coupling enzymes, artifact for Mtb FBA screen; GDH-TPI coupled enzyme counterscreen, NADH absorbance; inhibition, % at 4.8 µM; hit rate 1.2% among 360,000; in the data active means inhibition above about 30%;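 further: 0% = DMSO wells and 100% = wells lacking the enzyme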
# Vc quorum ag: inducers of Vibrio cholerae quorum light production without autoinducers | hit rate 0.16% among 350,000 | AID 588436 | V. cholerae BH1578 lux reporter, luminescence, 6 h | activation, % at 18.7 µM; in the data active means activation mostly above about 9.7%, no sharp cut-off; further: not every result past the cut was called active; inactives centre near 0; reference of the scale not given here
# TcdB inh: inhibitors of Clostridioides difficile toxin B glycohydrolase. P18177. TcdB glycohydrolase enzymatic assay, plate reader. inhibition, % at 9.99 µM. hit rate 0.24% among 350,000. AID 652162; in the data active means inhibition above about 10%
# FadD28 FP inh: M. tuberculosis FadD28 bisubstrate binding inhibition; FadD28 bisubstrate probe binding, fluorescence polarization; inhibition, % at 12.5 µM; hit rate 0.22% among 360,000; in the data active means inhibition above about 8.5%, passing the limit was not always enough
# PfHsp40 yeast: compounds rescuing yeast from Plasmodium falciparum HSP40 toxicity. S. cerevisiae expressing PfHsp40, growth rescue, ATP luminescence. growth rescue, % at 12.5 µM. hit rate 0.68% among 340,000; in the data active means growth rescue above about 28%, passing the limit was not always enough;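 further: yeast W303a lacking pdr1 and pdr3 grown in galactose medium; growth measured after three days at 30 °C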
# Y pestis TopoI: inhibitors of Yersinia pestis topoisomerase I; hit rate 0.064% among 360,000; activity, % at 10 µM; Y. pestis Topo-I cleavage product accumulation, plate reader; in the data active means activity above about 50%, passing the limit was not always enough; further: inactives centre near 2
# Mtb UGM inh: inhibitors of M. tuberculosis UDP-galactopyranose mutase; P9WIQ1; purified UGM, fluorescence polarization probe displacement; inhibition, % at 10 µM; hit rate 0.06% among 320,000; in the data active means inhibition above about 10%, passing the limit was not always enough
# Target sequence (P9WIQ1 whole entry, looked up): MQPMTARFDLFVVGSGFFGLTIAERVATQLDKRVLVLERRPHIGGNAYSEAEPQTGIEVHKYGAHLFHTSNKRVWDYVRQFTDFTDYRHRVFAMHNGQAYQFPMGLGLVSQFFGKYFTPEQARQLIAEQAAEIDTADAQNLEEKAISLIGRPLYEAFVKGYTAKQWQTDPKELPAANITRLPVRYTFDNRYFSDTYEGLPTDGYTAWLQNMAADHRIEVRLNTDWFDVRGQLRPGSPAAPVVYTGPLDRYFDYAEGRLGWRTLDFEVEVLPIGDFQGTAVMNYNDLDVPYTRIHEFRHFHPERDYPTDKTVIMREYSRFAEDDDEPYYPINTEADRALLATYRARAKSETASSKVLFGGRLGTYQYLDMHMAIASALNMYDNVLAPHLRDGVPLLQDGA
# * marks the source's active call; other numbers are inactive results; i = inactive; x = no result given. Not a hit list, and some 4.6% of all compounds hit somewhere here.
canonical_smiles	Mtb BioA inh	Mtb FBA inh	GDH-TPI counter	Vc quorum ag	TcdB inh	FadD28 FP inh	PfHsp40 yeast	Y pestis TopoI	Mtb UGM inh
CC(=O)c1ccc(N2CCN(S(=O)(=O)c3ccc4c(c3)CC(C)N4C(C)=O)CC2)cc1 (centres undefined)	21.0	2.6	16.7	-0.2	2.1	-3.4	-0.8	4.9	0.8
Cc1ccnc2nc(C(=O)OCC(=O)NCCc3ccccc3)nn12	x	1.0	3.0	-0.4	x	-1.1	-0.2	0.4	-2.4
CCOC(=O)COc1ccc(S(=O)(=O)N2CCN(C(=O)OCC)CC2)cc1	-2.3	1.7	8.8	-5.9	-1.5	-2.0	1.0	1.5	-0.7
COC(=O)CN1C2=NCCCN2c2ccccc21	x	2.2	-0.6	-0.5	0.6	-1.4	-0.9	7.1	0.4
O=C(Nc1nnc(-c2cccs2)o1)C1CC1	-0.7	18.9	-1.9	-0.3	-2.4	-1.4	0.2	2.7	1.9
CCc1ccc(-c2nc(-c3ccncc3)no2)cc1	-0.7	1.5	4.5	3.4	x	1.0	-1.7	32.1	-0.7
O=c1[nH]n(-c2ccccc2)c(=O)c(Cl)c1Cl	x	-1.1	10.1	i	0.7	-1.5	-0.6	1.7	2.2
COC(=O)c1nn(-c2ccc(C)cc2)c2nnc(Cc3ccccc3)c(=O)n12	x	0.3	-6.1	-3.4	x	-4.3	-0.1	-5.5	-0.2
O=C(Nc1cccc(S(=O)(=O)N2CCOCC2)c1)C12CC3CC(CC(C3)C1)C2	x	-1.9	-1.8	x	0.2	-1.8	-0.9	-3.0	-1.7
Oc1cc2c(cc1O)CN(C(=S)NCCc1ccc(Cl)cc1)CCC2	3.7	-2.6	5.3	i	-1.8	2.2	1.3	-7.9	1.9
Cn1ccsc1=NC(=O)c1ccc(CS(C)(=O)=O)cc1	-2.0	1.0	15.3	-0.2	0.9	-3.8	0.8	-1.1	0.1
Cc1nn(CC(=O)Nc2ccccn2)c(C)c1[N+](=O)[O-]	0.1	-1.1	0.8	i	x	2.8	-0.9	3.7	0.5
CSc1nnc(-c2ccc(O)cc2)n1C	-1.9	-0.5	0.0	-0.2	x	-0.4	0.1	8.5	5.0
CCOC(=O)N1CCN(CCC(=O)Nc2ccc(OC)cc2)CC1	-0.9	-4.2	1.4	-3.2	x	0.6	-0.1	-4.9	1.2
CSc1nc(C)c2c(n1)N(c1cccc(C)c1)CC2	0.3	-0.2	-2.3	3.4	x	-4.5	0.7	24.9	1.3
Cc1ccc(C2(c3noc(CN4CCOCC4)n3)CCCC2)cc1	0.4	6.2	2.6	i	2.3	-2.5	-0.1	-0.7	7.3
CC(C)OC(=O)c1cc2c(ccn2-c2ccc(F)cc2)n1CC(=O)N1CCN(C(=O)c2ccco2)CC1	0.2	36.4*	13.2	2.3	-0.3	-4.0	-0.4	15.8	1.7
COc1ccc(Br)cc1S(=O)(=O)N1CCCC1	0.0	5.1	3.5	-5.6	x	0.6	-0.7	5.0	0.0
Cc1ccc([N+](=O)[O-])cc1N=C(c1ccc([N+](=O)[O-])cc1)N1CCOCC1	x	-4.0	-4.3	-0.3	0.9	-3.8	-1.3	2.7	0.0
COc1cccc(-n2cn[nH]c2=S)c1	x	8.6	-14.7	-0.5	-1.5	-4.4	0.2	4.9	0.5
COc1ccc(N2C(=O)CC(Sc3n[nH]c(-c4cccc(C)c4)n3)C2=O)cc1 (centres undefined)	-0.2	-0.2	11.7	-0.5	4.9	-2.4	x	-4.1	1.6
COc1ccc([C@@H]2C[C@H]3CN(c4ccccc4)C(=O)[C@]34CCCN24)c(OC)c1OC	x	-3.0	1.3	-0.1	0.5	-2.2	-1.0	4.5	-1.5
CCc1ccc(NC(=O)CN2CCN(c3ccc(OC)cc3)CC2)cc1	-0.1	1.8	-8.6	-0.4	-0.6	-1.1	-0.8	13.9	x
Cn1cc(CC(=O)NCc2ccc(F)cc2)c2ccccc21	2.8	0.9	-1.9	-0.4	0.1	-2.0	-0.4	1.2	1.2
CCS(=O)(=O)c1nc(S(=O)(=O)c2ccc(Cl)cc2)c(NCc2ccco2)s1	x	0.2	-4.5	-0.6	x	-1.7	-1.7	-3.3	2.5
Cc1ccc(C)c2[nH]c(=O)c(CN(CC3CCCO3)C(=S)NCc3ccco3)cc12 (centres undefined)	x	3.4	-9.0	i	1.0	-0.9	3.9	20.8	0.9
Cc1c(C(=O)NCCCc2ccccc2)cccc1[N+](=O)[O-]	1.7	-0.3	10.0	-0.6	-0.5	-0.6	0.4	12.3	0.0
Nc1nc(Oc2ccc(F)cc2)c(Br)c(=O)[nH]1	-1.4	-0.3	10.6	-0.3	-0.3	-1.8	1.4	5.6	5.0
O=C(NNC(=S)Nc1ccc(F)c(Cl)c1)C1CC1	x	0.1	-0.9	-1.9	-0.8	-3.2	-0.7	-8.3	2.2
COC(=O)c1ccc(NC(=S)NCCc2ccc(OC)cc2)cc1	0.5	7.0	4.2	-0.2	1.7	-0.5	-1.3	-0.9	0.7
Cc1ccc(Cc2c(-c3cccc(Br)c3)nc3ccc(Cl)cn23)cc1	0.6	1.4	x	x	2.2	-5.6	x	x	x
Nc1c(C(=O)NCCN2CCOCC2)c2nc3ccccc3nc2n1Cc1ccccc1	-0.6	90.7*	3.5	i	2.3	-5.4	-0.9	15.5	-4.7
O=C(OCC(=O)N1CCCC1=O)c1cc2ccccc2o1	-0.9	4.9	4.5	i	0.8	0.5	0.0	3.6	2.4
Cc1ccc(CN2C(=O)COc3cc(NS(C)(=O)=O)ccc32)cc1	0.4	0.8	-5.7	-0.4	0.3	-2.8	-0.4	-21.2	x
O=C(CN1C(=O)/C(=C/c2ccccc2)SC1=S)NC1CCS(=O)(=O)C1 (centres undefined)	0.0	2.1	11.3	-0.7	-0.3	x	2.3	-2.8	-0.2
Cc1ccc(S(=O)(=O)N2CN(CC3CCCO3)c3nc4ccccc4nc32)c(C)c1 (centres undefined)	-0.8	8.4	6.3	-0.5	-0.3	-0.8	1.6	28.3	-0.1
O=C(CCc1ccccc1)Nc1ccnn1C1CCN(Cc2ccc(OCCO)cc2)CC1	-5.9	-0.2	-6.8	i	0.2	2.0	0.9	-6.2	0.3
CC1CCC(NC(=O)CN(C)S(=O)(=O)c2cnc[nH]2)CC1 (centres undefined)	x	-1.6	0.3	-0.4	-2.1	0.1	-0.8	9.4	0.6
O=C(Cc1ccc(Cl)cc1)Nc1ccc(N2CCCC2)cc1	5.4	-0.1	13.1	i	x	-3.0	0.2	-1.0	1.1
COc1ccc(CNC(=O)NC2CCCCC2)cc1	x	3.4	-3.7	i	-3.3	-0.1	-1.5	4.8	1.3

# Complete entries as entered above. Screens in order: Mtb BioA inh | Mtb FBA inh | GDH-TPI counter | Vc quorum ag | TcdB inh | FadD28 FP inh | PfHsp40 yeast | Y pestis TopoI | Mtb UGM inh
# Cc1ccc(S(=O)(=O)N2CN(CC3CCCO3)c3nc4ccccc4nc32)c(C)c1 (centres undefined) is entered as -0.8 | 8.4 | 6.3 | -0.5 | -0.3 | -0.8 | 1.6 | 28.3 | -0.1
# O=C(OCC(=O)N1CCCC1=O)c1cc2ccccc2o1 is entered as -0.9 | 4.9 | 4.5 | i | 0.8 | 0.5 | 0.0 | 3.6 | 2.4

# Following part:
canonical_smiles	Mtb BioA inh	Mtb FBA inh	GDH-TPI counter	Vc quorum ag	TcdB inh	FadD28 FP inh	PfHsp40 yeast	Y pestis TopoI	Mtb UGM inh
CCOC(=O)[C@H]1[C@H]2COc3ccc(Br)cc3[C@@H]2N2C(=O)c3c(C)cc(C)cc3NC(=O)[C@@]12C	0.6	0.1	21.1	-0.5	-4.9	-5.9	1.9	6.1	4.1
O=C(NC12CC3CC(CC(C3)C1)C2)c1cccc([N+](=O)[O-])c1	0.6	2.7	5.1	-3.8	2.4	-0.4	1.6	5.0	3.1
O=C(c1ccc2ccccc2c1)N1CCCC1	0.5	0.8	-1.7	-0.3	-0.2	-3.2	-1.0	3.8	2.7
O=C(CS(=O)(=O)c1cn(CC(=O)N2CCOCC2)c2ccccc12)NCc1ccccc1	-1.2	-1.4	-3.2	0.6	1.5	-1.8	-1.5	10.9	0.5
Cc1cc[n+](CC2OCc3ccccc3CO2)cc1	x	1.3	-8.3	i	1.5	-0.2	1.0	5.2	-4.5
O=C(Cn1c(NCCCO)nc2ccccc21)c1ccc(Cl)cc1	0.5	16.2	4.3	-0.4	-1.2	-0.8	-0.8	1.4	-2.3
O=[N+]([O-])c1ccc(Cl)c(S(=O)(=O)NCCc2ccccn2)c1	0.0	0.1	-1.1	-2.0	-0.3	-0.2	0.3	-5.4	-0.7
CCOC(=O)C1(CCOc2ccccc2)CCN(Cc2ccc(C)o2)CC1	x	1.1	-1.9	-0.3	-0.8	-0.2	-0.4	-0.1	-0.6
CCc1ccc(CN(C)C(=O)CCc2nnc(-c3ccc(-c4ccccc4)cc3)o2)nc1	x	3.5	3.4	-0.5	-1.3	0.7	3.5	2.9	9.1
CC1(C)C2C(Cl)(Cl)C2(C)c2ccccc2N1C=O (centres undefined)	2.6	-1.1	8.9	-0.5	1.3	1.0	x	-3.3	-1.0
COc1ccc2ccc(Oc3ncccn3)cc2c1	2.5	0.7	6.2	0.6	x	-5.2	-0.2	-2.1	2.3
O=C(O)c1ccc(NC(=O)c2cccs2)cc1	x	-2.5	14.9	0.6	x	0.3	1.1	2.4	1.8
CCOc1ccc(-n2c(N)c(C(=O)NCc3ccco3)sc2=S)cc1	1.0	2.6	19.8	i	x	0.7	-1.1	2.9	2.9
CC(=O)N1CCN(C(=O)CSc2ncnc3sc(C)c(C)c23)CC1	x	-4.1	-0.9	x	0.2	-2.5	-2.9	-1.4	-0.3
O=c1[nH]c2ccc(S(=O)(=O)N3CCN(Cc4ccccc4)CC3)cc2[nH]c1=O	x	8.0	9.2	i	0.0	-2.9	-0.4	0.9	-2.0
Cc1ccccc1S(=O)(=O)N1C[C@H]2[C@H]3C(=O)N(C4CCCCC4)C(=O)[C@H]3CC(=O)[C@H]2[C@@H]1c1ccc(Cl)cc1	-3.4	-0.8	x	x	0.7	-3.3	x	x	x
CN(CC(=O)Nc1cccc(Cl)c1)C1=NS(=O)(=O)c2ccccc21	-0.9	-2.8	10.2	-7.6	0.7	-1.9	-0.3	-1.9	2.4
COc1ccc(OC)c(N2C(=NC(=O)C3CCCCC3)SC3CS(=O)(=O)CC32)c1 (centres undefined)	-1.4	1.9	1.7	2.9	1.3	-1.4	0.0	4.2	0.5
COc1cc(NC(=O)CSc2ncnc3sc4c(c23)CCCC4)c(C(=O)O)cc1OC	1.2	1.0	12.0	i	-0.3	-2.6	0.4	7.5	-3.3
CC(C)Oc1ccc(C2NC(=O)c3ccccc3O2)cc1 (centres undefined)	-1.9	6.5	3.9	1.7	1.0	-2.7	-1.6	7.3	1.2
O=C(Nc1cc(C(F)(F)F)ccc1N1CCOCC1)c1ccccc1	-4.0	-5.0	-5.0	-1.5	x	0.2	0.8	-3.5	-2.1
CC(C)CC(=O)Nc1ccc(C(=O)Nc2cccc(O)c2)cc1	x	-2.2	5.4	-0.5	0.0	-1.3	0.1	1.9	0.6
CC1CCN(S(=O)(=O)N2CCC(C(=O)O)CC2)CC1	-0.6	-1.0	5.7	-0.1	x	2.0	-0.3	6.9	0.4
O=C(O)/C=C/C(=O)NC1CCC(CC2CCC(NC(=O)/C=C/C(=O)O)CC2)CC1 (centres undefined)	0.7	0.4	0.6	-0.3	0.2	1.1	-0.4	-1.2	1.3
Fc1ccc(-c2nc3ccc(Cl)cn3c2Cc2ccccc2C(F)(F)F)cc1	2.4	0.9	x	x	4.0	-2.0	x	x	x
Cn1c(Cn2c(=O)sc3ccccc32)nnc1SCC(=O)NCc1ccccc1Cl	-0.1	4.3	7.9	i	0.3	-2.4	-0.5	9.5	0.7
COc1cc(OC)c(C(=O)N/N=C/c2ccoc2)cc1OC	32.1	1.2	4.1	-0.4	1.4	1.2	-2.0	-0.6	-1.7
COC(=O)c1nnn(CC(=O)NC(=O)Nc2ccc(F)cc2)c1C(=O)OC	x	-1.7	7.2	-0.3	0.5	-0.8	3.1	3.3	-2.1
